TRPV1 ag – HTS Assay for Compounds that Act as Agonists of the Vanilloid Receptor 1 | AID 540275, 2011 | TRPV1-expressing cells, Fluo-8 calcium influx, agonist mode | Transient receptor potential cation channel subfamily V member 1 (Homo sapiens), Q8NER1 | actives 0.19% (n = 320,000) | activation, % at 8.33 µM; in the data active = activation above about 80%; inconclusive = between about 30% and that limit; note: 0% is about no effect
Target sequence (Q8NER1 whole entry, looked up): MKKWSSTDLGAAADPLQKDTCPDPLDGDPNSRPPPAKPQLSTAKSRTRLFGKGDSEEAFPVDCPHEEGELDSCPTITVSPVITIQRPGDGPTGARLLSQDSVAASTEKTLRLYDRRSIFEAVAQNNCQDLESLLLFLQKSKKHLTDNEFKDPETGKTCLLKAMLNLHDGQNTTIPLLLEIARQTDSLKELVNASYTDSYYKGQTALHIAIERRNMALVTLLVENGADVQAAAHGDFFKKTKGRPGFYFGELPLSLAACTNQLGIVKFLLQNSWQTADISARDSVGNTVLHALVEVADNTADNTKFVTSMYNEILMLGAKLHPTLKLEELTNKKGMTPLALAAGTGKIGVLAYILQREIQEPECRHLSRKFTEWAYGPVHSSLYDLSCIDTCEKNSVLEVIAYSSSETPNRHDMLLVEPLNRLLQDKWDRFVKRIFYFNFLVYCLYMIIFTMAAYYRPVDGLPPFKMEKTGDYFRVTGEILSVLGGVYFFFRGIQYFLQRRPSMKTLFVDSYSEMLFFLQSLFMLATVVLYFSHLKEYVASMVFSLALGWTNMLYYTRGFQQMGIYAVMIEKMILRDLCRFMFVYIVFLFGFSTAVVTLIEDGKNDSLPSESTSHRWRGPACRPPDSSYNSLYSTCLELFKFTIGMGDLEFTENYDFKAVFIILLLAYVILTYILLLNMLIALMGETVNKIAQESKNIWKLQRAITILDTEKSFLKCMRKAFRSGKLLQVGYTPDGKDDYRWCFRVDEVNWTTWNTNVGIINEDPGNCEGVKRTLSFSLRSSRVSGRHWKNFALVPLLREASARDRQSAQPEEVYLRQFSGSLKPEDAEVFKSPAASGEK
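Cells expressing TRPV1 were dye-loaded with Fluo-8 and read kinetically: 10 s baseline, 3 min after compound (agonist portion), then 2 min after EC20 capsaicin (allosteric enhancer portion). Calcium-bound dye fluorescence at 480/520 nm.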
B2AR arrestin – qHTS assay of beta-arrestin-biased ligands of beta2-adrenergic receptor | actives 0.02% (n = 330,000) | beta-arrestin recruitment to beta2AR, cell-based reporter | Beta-2 adrenergic receptor (Homo sapiens), P07550 | AID 492947, 2010 | Potency, µM (highest dose often 46.1 µM), inactives show at the highest dose activation, actives largely listed as activators;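 note: potency is the fitted concentration of half-maximal effect; 0% = DMSO controls and full agonism = EC100 isoproterenol or metaproterenol; nearly all actives have a fitted effect of over 65% in size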
CXXC DNA block – qHTS Fluorescence Polarization Assay for Inhibitors of MLL CXXC domain - DNA interaction; MLL-CXXC / FITC-HOXA9 DNA fluorescence polarization; actives 0.037% (n = 290,000); AID 2662, 2010; Histone-lysine N-methyltransferase 2A (Homo sapiens), Q03164; Potency, µM (highest dose often 115 µM), for inactives: at the top dose activity change, negative = inhibition, usual class: inhibitors; active = well fitted inhibition curve with a large enough effect in the polarisation, with a control signal flat, not every such curve was filed as active; inconclusive = small, poorly fitted or top-dose-only effect, or effect the other way, or a change in a side signal; inactive = no such curve, though single readings can be large or run the other way; the % refers to the polarisation; note: potency is the fitted concentration of half-maximal effect
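Steps: dispense CXXC domain solution (7 uM) → pin compounds or unlabeled HOX-A9 DNA control → 5 min ambient → add FLSN-HOX-A9 solution (50 nM) → spin → 30 min ambient → fluorescence polarization. Tris pH 7.5/NaCl/DTT/BSA buffer.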
KCNH2 3.1 inh – qHTS for Inhibitors of KCHN2 3.1: Mutant qHTS. activity change, % (tested at about 1.8 µM). actives 0.95% (n = 340,000). U2OS KCNH2 3.1, thallium flux FluxOr; hits give low values. AID 720553, 2013;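 active = maximum activity change below -70%; inconclusive = maximum activity change from -70% to -50%; inactive = maximum activity change above -50%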;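 note: thallium influx rate constant from kinetic fluorescence after stimulation buffer; % is set by controls: 0 for no effect and ±100 for the full control effect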
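Steps: virus added to U2OS suspension (4 h, RT, dark); medium with 10% FBS added, cells plated, 37 C overnight; FluxOr/Red40 loading buffer 45 min RT; stimulation buffer, 2 min kinetic read; rate constant normalized.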
USP2a inh – qHTS Assay for Inhibitors of Ubiquitin-specific Protease USP2a Using CHOP2 as the Reporter | Ubiquitin carboxyl-terminal hydrolase 2 (Homo sapiens), O75604 | USP2 core, Ub-CHOP2 coupled fluorogenic reporter, 485/531 | Potency, µM (doses to about 38.3 µM), for inactives: at the highest dose activity change, negative = inhibition, usual class: inhibitors | actives 0.01% (n = 330,000) | AID 463254, 2010;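 note: potency is the fitted concentration of half-maximal effect; plate controls were DMSO wells for no effect and full inhibition by NEM control for full effect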
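USP2 core (10nM final) preincubated 30min RT with compound in 20mM Tris-HCl pH 8.0, 2mM CaCl2, 2mM beta-mercaptoethanol, 0.05% CHAPS; 25nM Ub-CHOP2 plus 25nM reporter substrate added, fluorescence (Ex485/Em531) read after 60min.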
Giardia kill – Small Molecules that selectively kill Giardia lamblia: qHTS; Giardia lamblia trophozoite viability; activity change, % at 7.66 µM, hits read low; actives 0.15% (n = 340,000); AID 540267, 2011; in the data active = activity change below about -80%; inconclusive = between about -30% and that limit;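 note: parasites exposed to compound for two days anaerobically before the ATP read; % is set by controls: 0 for no effect and ±100 for the full control effect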
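Viability, read as ATP luminescence: trophozoites at 100 cells/well, compound added, 48 hrs anaerobic at 37 deg C, then 15-30 min room-temperature development before reading.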
Menin MLL FP TR – qHTS Assay for Inhibitors Targeting the Menin-MLL Interaction in MLL Related Leukemias: Competition With Texas Red Labeled MLL-derived Mutant Peptide; O00255; Menin + Texas Red MLL mutant peptide, fluorescence polarization; Potency, µM (doses to about 61.6 µM), inactives show top-dose FP activity change, negative = inhibition, most hits filed as inhibitors; actives 0.23% (n = 270,000); AID 1768, 2009; active = well fitted inhibition curve with a large enough effect in the polarisation, with a control signal flat, not every such curve was filed as active; inconclusive = small, poorly fitted or top-dose-only effect, or effect the other way, or a change in a side signal; inactive = no such curve, though single readings can be large or run the other way; the % refers to the polarisation; note: potency is the fitted concentration of half-maximal effect; % of control where 0% means no effect; many of its hits are not listed in these tables
PKM2 activator – qHTS Assay for Activators of Human Muscle isoform 2 Pyruvate Kinase; Pyruvate kinase PKM (Homo sapiens), P14618; purified PKM2, Kinase-Glo ATP luminescence, activation; response scale: 0% is enzyme alone, no compound; Potency, µM (doses to about 57.5 µM), for inactives: at the highest dose activation, hits mostly activators; actives 0.34% (n = 260,000); AID 1631, 2009; note: potency is the fitted concentration of half-maximal effect; % is set by controls: 0 for no effect and ±100 for the full control effect; nearly all actives have a fitted effect of over 55% in size
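Purified hPK-M2 (>95%) run at intermediate activity with 0.1 mM ADP and 0.5 mM PEP in 50 mM imidazole pH 7.2, KCl, MgCl2; 1 h room temperature. ATP formed read by Kinase-Glo luminescence; normalized to uninhibited and no-enzyme controls.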
KCNH2 WT inh – qHTS for Inhibitors of KCHN2 3.1: Wildtype qHTS. activity change, % at 1.84 µM. actives 0.37% (n = 340,000). Voltage-gated inwardly rectifying potassium channel KCNH2 (Homo sapiens), Q12809. U2OS, BacMam KCNH2, thallium flux FluxOr; hits give low values;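 active = maximum activity change below -70%; inconclusive = maximum activity change between -70% and -50%; inactive = maximum activity change above -50%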; note: % is set by controls: 0 for no effect and ±100 for the full control effect
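U2OS cells were transduced with wild-type KCNH2 virus (2.03 x 10^8 / mL) for 4 h at room temperature, then cultured overnight at 37 C. Thallium flux was read with FluxOr dye. Rate constants were normalized to DMSO controls.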
GALK inhibitor – qHTS Assay for Inhibitors of Human Galactokinase (GALK). P51570. Purified GALK, Kinase-Glo residual ATP luminescence. Potency, µM (highest dose often 57.5 µM), for inactives: at the top dose activity change, negative = inhibition, hits mostly inhibitors. actives 0.007% (n = 270,000). AID 1868, 2009; note: potency is the fitted concentration of half-maximal effect; % is set by controls: 0 for no effect and ±100 for the full control effect
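The enzyme phosphorylates galactose (100 uM) using ATP (35 uM); inhibition is detected as higher residual ATP, quantified by bioluminescence after 1 h reaction at room temperature, pH 8.0.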
Coupling enz – qHTS Assay for Inhibitors of Fructose-1,6-bisphosphate Aldolase from Giardia Lamblia: Coupling assay counterscreen. coupling enzyme system counterscreen, AmpLite Red fluorescence. activity change, negative = inhibition, % at 58.2 µM, hits read low. actives 0.67% (n = 290,000). AID 2472, 2010; in the data active = activity change below about -30%; note: % is set by controls: 0 for no effect and ±100 for the full control effect
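Counterscreen of the coupled detection system alone, without aldolase: glyceraldehyde-3-phosphate coupling enzymes plus AmpLite Red readout. Compounds at 57.5 uM final, 10 min RT preincubation, 20 min RT reaction, fluorescence 525/598 nm.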
* marks the source's active call; other numbers are inactive results; ? = inconclusive; . = no result given; & = joins results of further samples. Unless noted, calls come from the whole dose curve; as a rule, active = well fitted curve in the direction sought with a large enough effect; inconclusive = small, poorly fitted or top-dose-only effect, or another doubt; inactive = no such curve, though single readings can be large; an effect the other way counts as inactive or inconclusive. Some of the compounds tested; the hit share may differ from the screen's.

SMILES	TRPV1 ag	B2AR arrestin	CXXC DNA block	KCNH2 3.1 inh	USP2a inh	Giardia kill	Menin MLL FP TR	PKM2 activator	KCNH2 WT inh	GALK inhibitor	Coupling enz
CCN1CCN(c2ccc(S(=O)(=O)N3CCCCC3)cc2NC(=O)/C=C/c2cc(OC)ccc2OC)CC1	2	-0.3%	-1%	-18	2%	7	.	-2%	-3	6%	.
Cc1ccc(NC(=O)Nc2c(Cl)cccc2Cl)cn1	15	-0.6%	-5%	-8	-3%	0	-4%	-1%	-2	-1%	4
CC(CCc1ccc(O)cc1)NCCc1ccc(O)c(O)c1 (stereo unspecified)	.	.	3%	.	.	6	-5%&14%	.	.	.	-2
CC(=O)c1ccc(-c2nnc(CCC(=O)N(C)Cc3cccc4cnccc34)o2)s1	-1	-0.6%	-3%	-8	2%	-4	1%	3%	-3	-1%	-2
Cc1nc2cc(-c3ccc(Cl)cc3)nn2c(C)c1CCC(=O)NC(C)c1ccc2c(c1)OCCO2 (stereo unspecified)	1	-1.4%	8%	-14	-1%	-11	5%	1%	-3	.	-2
Cc1ccc(CONC(=O)c2ccccc2Cl)cc1	29	?	.	-6	0%	-10	.	.	-7	.	.
CCn1c(CNS(=O)(=O)c2ccc(Cl)cc2)n[nH]c1=S	2	0.0%	-4%	-8	3%	18	-13%	0%	4	-1%	1
CCCCN(Cc1nc2ccccc2c(=O)[nH]1)C(=O)CN1C(=O)NC2(CCCCC2)C1=O	4	0.3%	.	4	3%	-13	.	.	12	.	.
COCCCNC(=O)C1CC(=O)N(C2CCCC2)C1 (stereo unspecified)	-1	-0.1%	-4%	8	-2%	-6	-9%	-6%	-12	2%	2
COc1ccccc1NC(=O)c1cc(C)nc2ccccc12	0	0.0%	-6%	-1	1%	5	-1%	0%	-6	-1%	-2
COc1ccccc1Nc1n[nH]c(=S)s1	-2	0.2%	3%	13	1%	9	4%	-56%	2	11%	0
COC(=O)[C@H](C(C)C)N(Cc1ccccc1)S(=O)(=O)CCN1CCN(c2ccccc2)CC1	.	-0.9%	.	4	-5%	-21	.	.	14	.	.
O=C1[C@@H](c2ccccc2)[C@@H](c2ccccc2)N1c1cccnc1	.	-0.2%	.	55	-1%	-1	.	.	-6	.	.
Oc1ccc(/C=N/N(c2ccccc2)c2ccccc2)cc1O	-1	0.3%	16%	-8	1%	-7	.	3%	-23	-3%	.
CCCC(=O)Nc1nc(C(=O)OCC)cs1	0	0.1%	-4%	-1	-2%	-21	-14%	12%	-5	0%	2
Cc1cc2[nH]c(=S)[nH]c2cc1C	-6	-1.0%	-8%	2	0%	13	7%	-13%	-1	1%	-1
Cc1ccc2c(N)c(C(=O)c3ccccc3)sc2n1	?	0.2%	3%	-5	-1%	-11	.	-18%	-5	5%	-5
O=C(COc1ccc(-n2cnnn2)cc1)N1CCN(c2ccc(F)cc2)CC1	1	0.4%	-4%	-33	4%	25	2%	2%	33	0%	4
COc1ccc(NC(=O)COc2ccc(S(=O)(=O)N3CCOCC3)cc2C)cc1OC	0	-0.1%	28%	-7	4%	0	-28%	.	13	5%	-1
CCOC(=O)/C(=C\C=C\N1CCOCC1)C(C)=O	-2	0.1%	23%	-11	3%	7	4%	0%	1	0%	3
CC(=O)c1ccc(NC(=O)C(C)OC(=O)c2ccc3c(c2)nc(C)n3-c2ccccc2)cc1 (stereo unspecified)	4	-0.3%	13%	-10	-6%	8	11%	2%	-13	0%	19
Cc1oc2c(c1C(=O)Nc1cccc(C(=O)O)c1)CCCC2	-2	3.1%	-19%	-1	4%	-6	-8%	0%	.	0%	2
O=c1c2c3c(sc2nc2sc(C4CC4)nn12)CCCC3	10	-0.1%	3%	2	0%	-9	-7%	-6%	-10	2%	0
CC(C)Oc1ccc(CNC(=O)Cn2c(=O)oc3ccccc32)cc1	11	0.3%	1%	3	1%	15	2%	-7%	4	3%	2
COc1ccc(NS(=O)(=O)/C=C/c2ccccc2)cc1	2	0.0%	3%	-2	1%	-22	-1%	7%	1	-2%	1
Cc1cccc(OCC(=O)Nc2ccc3oc(=O)ccc3c2)c1	?	0.0%	12%	2	0%	-8	0%	0%	-5	12%	0
Cn1c2ccccc2c(=O)c2c(=O)n(C3CCCCCC3)c(C3CCCCC3)nc21	26	0.0%	13%	-2	1%	2	-28%	3%	9	1%	3
COC(=O)c1cc(NC(=O)CC2SCCNC2=O)cc(C(=O)OC)c1 (stereo unspecified)	3	.	-1%	-18	.	6	?	?	9	1%	4
O=C(NCC(O)CO)c1ccc2[nH]c3ccccc3c2c1 (stereo unspecified)	1	-0.2%	-6%	-1	3%	-1	17%	-1%	-1	-1%	-5
Cc1ccc(NC(=S)N2CCCC2)cc1Cl	13	0.2%	-3%	8	-1%	9	.	0%	-1	-5%	.
CCOC(=O)N/N=C/c1ccc(OCCSc2ccc(Cl)cc2)c(OCC)c1	14	-0.5%	-2%	-14	-12%	-8	-2%	0%	-13	1%	5
CCn1nnc2sc3c(c2c1=O)CCC(C)C3 (stereo unspecified)	-6	0.3%	-9%	-12	0%	2	-17%	-6%	0	1%	-3
Cc1ccc(S(=O)(=O)NC2=NCN(C)CN2)cc1[N+](=O)[O-]	?	3.1%	27%	-3	3%	11	.	2%	11	-8%	.
CCc1nn(C(C)C(=O)N2CCN(c3ccccc3)CC2)c(=O)c2cc3occc3n12 (stereo unspecified)	1	-0.6%	1%	1	1%	10	.	.	-5	-1%	.
O=C(CSc1ncn[nH]1)NCc1ccc2c(c1)OCO2	0	-0.6%	9%	-3	0%	-20	1%	-12%	-11	0%	0
COc1cccc(-c2nnc(SCC(=O)N(C(C)C)C(C)C)o2)c1	5	0.1%	1%	-4	-1%	-9	12%	-2%	-8	-2%	1
CS(=O)(=O)c1sc(C(=O)NC(=S)Nc2ccc(OC(F)(F)F)cc2)c2c1C=CCC2	-1	-0.2%	-13%	20	-4%	15	.	-9%	-9	-2%	0
Cc1ccc(CS(=O)(=O)Cc2ccc(C(=O)NCc3ccco3)o2)cc1	-3	-0.2%	2%	5	1%	0	13%	1%	-2	1%	3
Cc1cc(C(=O)COC(=O)c2n[nH]c3ccccc23)c(C)n1C	-2	-0.6%	6%	-4	0%	?	-11%	0%	-11	0%	-1
CCN(Cc1nc2ccccc2c(=O)[nH]1)C(=O)c1cccc(NC(=O)c2cccs2)c1	-3	-0.1%	.	8	1%	7	.	.	-1	.	.
COc1ccc(C2C=C(c3ccccc3)Nc3nc(CCCO)nn32)cc1 (stereo unspecified)	?	0.0%	19%	-8	0%	7	-11%	1%	8	0%	1
OCCCNc1nc(-c2ccc(Cl)cc2)nnc1-c1ccc(Br)cc1	1	-0.8%	8%	-7	5%	-5	16%	0%	9	1%	6
O=C(NCC(=O)N(c1ccc(Cl)cc1)C(C(=O)NC1CCCC1)c1ccncc1)c1ccco1 (stereo unspecified)	-1	-0.3%	-4%	9	1%	-2	-16%	.	-38	12%	-1
CC(=O)c1ccc(OCC(=O)OC(C)C(=O)NC2CCCCC2)cc1 (stereo unspecified)	1	-0.1%	.	-27	3%	-23	.	.	-10	.	.
CC(C)CCOCC(=O)Nc1cccc(C(=O)O)c1	3	-0.4%	-1%	-23	-6%	-3	1%	-10%	-17	2%	4
CN(C)S(=O)(=O)c1ccc(Cl)c(C(=O)Nc2cccc3ncccc23)c1	-4	0.0%	-3%	26	-3%	-21	?	1%	4	-1%	0
O=C(COC(=O)c1cccc(S(=O)(=O)N2CCOCC2)c1)NCc1ccccc1	.	-0.5%	.	-15	1%	3	.	.	-4	.	.
